ABCB6 inh 2: human ABCB6 transporter inhibition; AID 602162; fluorescence ratio to DMSO, % at 10 µM; Q9NP58; K562-ABCB6 porphyrin accumulation, flow cytometry, 1 h; hits give low values; 360,000 compounds, 0.19% hits;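 active = fluorescence ratio to DMSO below 75%, the collection mean minus 3 SD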;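 also: signal is porphyrin accumulated inside mitochondria; 100% equals median channel fluorescence of DMSO control wells; lower ratio means ABCB6 inhibition with less porphyrin fluorescence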
aDG glyco up: increases alpha dystroglycan glycosylation; Pro5-aDG cells, alpha-DG glycosylation AlphaScreen (IIH6); 0% Pro5, 100% B10-LARGE cell signal; activation, % at 10 µM; 360,000 compounds, 0.22% hits;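 active = activation of at least 8% versus controls, or a plate z-score of at least 8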;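 also: Pro5 are CHO cells carrying HIG-tagged alpha-DG that lacks glycosylation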
MC4R barr agon: activates human MC4R beta-arrestin recruitment; U2OS MC4R beta-arrestin complementation, luminescence; percent of melanotan II response, DMSO zero; activation, % at 8.9 µM; 360,000 compounds, 0.98% hits; AID 540308;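 active = activation above a per-plate cutoff, the mean activation of sample wells on that plate plus 3 SD, cut at about 8% in these data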
Target sequence (P32245 whole entry, looked up): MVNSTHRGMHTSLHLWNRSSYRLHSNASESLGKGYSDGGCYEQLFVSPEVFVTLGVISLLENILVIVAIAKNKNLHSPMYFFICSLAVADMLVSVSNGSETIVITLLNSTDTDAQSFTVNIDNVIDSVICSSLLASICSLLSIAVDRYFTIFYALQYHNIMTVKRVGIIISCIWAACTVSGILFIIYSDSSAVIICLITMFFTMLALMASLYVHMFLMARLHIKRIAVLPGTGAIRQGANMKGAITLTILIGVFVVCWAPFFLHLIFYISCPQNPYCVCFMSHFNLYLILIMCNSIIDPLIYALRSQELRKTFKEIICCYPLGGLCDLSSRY
PDI inh: inhibitors of human protein disulfide isomerase. inhibition, % at 10 µM. 350,000 compounds, 0.052% hits. P07237. PDI insulin aggregation turbidity, A650, 90 min;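 active = mean inhibition across replicates of 30% or more, whatever share of single replicates reach that level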;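 also: absorbance from insulin aggregation driven by PDI reduction with DTT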
MC4R antag cAMP: blocks human MC4R cAMP signaling | 360,000 compounds, 0.48% hits | inhibition, % at 6.5 µM | MC4R-expressing cells, MTII-stimulated cAMP, LANCE TR-FRET | AID 540295;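 active = inhibition above its plate's cutoff, the mean of tested wells on that plate plus 3 SD, cut at about 29% in these data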;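 also: 0% = Melanotan II alone and 100% = Melanotan II plus saturating MCL0020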
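Assay system: human MC4R-expressing U2OS cells; reagent: Melanotan II stimulation of cells; dosing: 6.5 µM single dose; timing: compound 30 min, challenge 1 h, detection 1 h; signal: TR-FRET cAMP assay; replicates: one well per compound, no replicates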
Glyco luc inh: blocks N-linked glycosylation in D54 reporter cells; 360,000 compounds, 0.23% hits; reporter increase, % at 12.5 µM; D54 ERlucT glycosylation luciferase reporter, 24 h; percent of 100 nM tunicamycin response;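 active = mean luciferase reporter signal, scaled so untreated is 0 and the glycosylation-blocking control 100, at or above a set limit in every replicate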;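 also: luciferase carries N-glycosylation sites so blocking glycosylation raises the light; 0% = median of neutral control wells and 100% = median of 100 nM tunicamycin wells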
H9c2 protect: myocardial damage modulation in H9c2 cells; 360,000 compounds, 0.63% hits; protection from H2O2 cell death, % at 20 µM; H9c2 cardiomyocytes, H2O2 injury protection, ATPLite, 2 h;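 active = compounds giving at least 50% protection of heart cells from peroxide-induced death in the single-dose screen, raw or plate-pattern-corrected value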;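 also: 0% = DMSO wells with peroxide and 100% = DMSO wells without peroxide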
Vif inh: inhibitors of HIV Vif; AID 602346; HEK293T cells, Vif self-association by quenched fluorescence, imaging, 24 h; 340,000 compounds, 0.35% hits; inhibition, % at 7.49 µM; in the data active = inhibition above about 50%, passing the limit was not always enough; also: some results filed as inactive read as strong as hits
m5-HT2A agonist: agonists of mouse serotonin 5-HT2A receptor (HTR2A); P35363; CHO-K1 mHTR2A beta-arrestin complementation, luminescence; percent of 30 µM serotonin response; activation, % at 7.6 µM; 360,000 compounds, 0.66% hits; AID 624169;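 active = activation above a run cutoff, the mean activation of all tested compounds plus 3 SD, cut at about 14% in these data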;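 also: 0% = plate median of compound wells and 100% = 30 µM serotonin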
Target sequence (P35363 whole entry, looked up): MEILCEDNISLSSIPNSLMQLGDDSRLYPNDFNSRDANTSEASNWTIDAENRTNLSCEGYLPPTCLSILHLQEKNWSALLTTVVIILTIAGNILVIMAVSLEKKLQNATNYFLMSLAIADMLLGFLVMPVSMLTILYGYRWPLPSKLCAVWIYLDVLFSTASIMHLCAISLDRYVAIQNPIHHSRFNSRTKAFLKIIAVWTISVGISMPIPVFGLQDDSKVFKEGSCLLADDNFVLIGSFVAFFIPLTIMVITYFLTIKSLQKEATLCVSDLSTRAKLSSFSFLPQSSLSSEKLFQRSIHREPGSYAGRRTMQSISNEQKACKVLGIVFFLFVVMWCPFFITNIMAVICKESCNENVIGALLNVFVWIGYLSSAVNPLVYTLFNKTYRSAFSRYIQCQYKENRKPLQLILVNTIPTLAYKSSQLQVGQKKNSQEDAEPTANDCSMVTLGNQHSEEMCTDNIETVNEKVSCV
CaV13 ICDI inh: Primary screen for inhibitors of IQ motif and Ca2+-dependent inactivation inhibitor domain binding in CACNA1D, Förster resonance energy transfer in living cells, … | inhibition, % at 12.3 µM | 340,000 compounds, 0.098% hits | HEK cells, CFP/YFP FRET ICDI-IQ, plate reader, 10 min; percent FRET-ratio fall versus neutral wells;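 active = mean replicate inhibition of at least 30% and at least 1% of replicates passing that level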;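 also: 0% = median of the neutral control wells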
* = called active by the depositor; . = no result given. Not a hit list. About 3.6% of those tested had a hit in this group.

Values in the order: ABCB6 inh 2	aDG glyco up	MC4R barr agon	PDI inh	MC4R antag cAMP	Glyco luc inh	H9c2 protect	Vif inh	m5-HT2A agonist	CaV13 ICDI inh
1) CCSc1nnc(-c2cc(Br)ccc2NC(C)=O)c(=O)[nH]1
→ 96	-0.1	-2.3	1	6	2	5	-5	5	2
2) Cc1ccc(COCCN2CCN(S(=O)(=O)c3ccccc3)CCC2=O)cc1
→ 99	0.1	2.0	-2	5	-1	0	-2	-3	-10
3) C=C(C)CCC1(C)NC(=O)N(c2ccccc2)N1 (stereo not drawn)
→ 94	0.0	0.4	-9	8	1	5	5	0	3
4) NC(=O)C1C(=O)c2ccccc2C1(C[N+](=O)[O-])c1ccccc1 (stereo not drawn)
→ 99	-0.1	-0.5	2	5	1	-2	-5	-2	-13
5) Cc1cccc(-c2noc(-c3ccc(F)cc3)n2)c1
→ 100	-0.2	2.9	6	6	-7	-12	12	-1	-4
6) CC(C)Cn1c(=O)c2c(nc3n2CCS3)n(C)c1=O
→ 95	0.0	0.1	-2	5	2	6	-2	-3	-24
7) O=[N+]([O-])c1ccc(O)c(Nc2ncnc3ccc(Br)cc23)c1
→ 97	-0.5	-3.6	4	-5	3	-23	-1	0	-3
8) Cn1c(/C(C#N)=C(\O)c2ccc([N+](=O)[O-])cc2)nc2ccccc21
→ 100	0.3	-1.5	0	1	1	-3	-9	-2	-3
9) CCCOc1ccc(C2c3c(oc4ccccc4c3=O)C(=O)N2CCN(CC)CC)cc1OC (stereo not drawn)
→ 113	-0.2	-0.8	-2	-5	0	10	3	-6	.
10) Cc1ccccc1NC(=S)NCC(c1cccnc1)N(C)C (stereo not drawn)
→ 99	-0.1	-1.0	-2	-1	2	5	3	-1	.
11) COc1cc(C2C3=C(COC3=O)Oc3cc4c(cc32)OCO4)cc(OC)c1OC (stereo not drawn)
→ 93	0.0	-2.0	-7	-25	10	10	0	1	-2
12) O=C(NCc1ccc2c(c1)OCO2)c1cc(-c2ccccn2)nc2ccccc12
→ 95	0.0	-2.5	-7	22	0	9	1	-5	-6
13) CCCc1cc(C(=O)Nc2cccnc2Cl)no1
→ 98	0.0	-1.6	-5	2	0	-4	0	-1	-5
14) CCOC(=O)Cn1nc(-c2ccc(F)cc2)cc(Cc2ccccc2)c1=O
→ 87	0.0	-1.6	3	10	-4	0	-10	1	.
15) CC(=O)N1c2ccc(S(=O)(=O)N3CCC(C(=O)Nc4cccc(Cl)c4)CC3)cc2CC1C (stereo not drawn)
→ 96	0.8	0.3	-2	13	-6	-3	-6	-5	-7
16) CC1=C(C(=O)OC2CCCCC2)C(c2cccs2)n2c(nc3ccccc32)N1 (stereo not drawn)
→ 93	-0.3	3.8	-3	19	-4	17	.	-1	-2
17) Cc1ccc(S(=O)(=O)C2(C(=O)N(C)C3CCCCC3)CC2)cc1
→ 103	0.0	3.2	-4	0	1	-1	23	0	-8
18) Cc1ccc(S(=O)(=O)N2CCCCC2CCNC(=O)C(=O)NCc2ccccc2)cc1 (stereo not drawn)
→ 98	0.0	0.4	-2	-23	8	-1	-8	6	-1
19) O=C(c1ccncc1)N1CCc2ccccc2C1
→ 98	-0.2	-0.9	9	3	-1	14	0	5	-3
20) Cc1nn(CC(=O)N(CC(C)C)C2CCS(=O)(=O)C2)c(C)c1[N+](=O)[O-] (stereo not drawn)
→ 102	0.1	-1.4	2	6	1	1	7	-2	-6
21) COc1ccccc1C/C(N)=N/OC(=O)/C=C/c1ccccc1
→ 110	0.0	0.2	0	2	-3	-14	3	-3	-14
22) COc1ccc(CC(=O)NNC(=O)c2c(-c3ccccc3Cl)noc2C)cc1OC
→ 101	-0.1	-0.2	-2	9	2	1	6	2	5
23) COc1ccc(N(C(=O)c2ccncc2)S(=O)(=O)c2ccccc2)cc1
→ 102	0.0	-3.5	-1	10	-1	31	1	-5	-5
24) Cc1c(C(=O)Nc2ccncc2)oc2ccccc12
→ 100	1.3	-2.1	-8	-3	3	-5	-14	2	-5
25) Cc1ccc(SC(C)C(=O)Nc2cccnc2)cc1 (stereo not drawn)
→ 102	0.3	-0.1	11	5	2	-4	1	-3	-6
26) Cc1cc(NC(=O)CSc2nnc(Cc3ccccc3)n2C)no1
→ 99	0.0	-2.1	2	2	.	7	.	3	-5
27) COc1ccc(CCCNC(=O)C2CCC(=O)N(CCCN3CCCC3=O)C2)cc1 (stereo not drawn)
→ 98	-0.3	-0.7	8	-5	0	3	1	-4	-3
28) COc1cc(S(=O)(=O)Nc2ccccc2C)ccc1Cl
→ 98	0.0	1.3	-3	7	1	-9	4	-4	-7
29) Cn1nc(C(=O)OCC(=O)Nc2ccc3ccccc3c2)c2ccccc2c1=O
→ 99	-0.1	-1.8	5	12	1	-4	4	-4	-3
30) N/C(Cc1ccc(Cl)cc1Cl)=N\OC(=O)c1ccc(Br)o1
→ 101	0.1	8.3*	0	13	-1	-24	3	-1	-3

(next part)
Values in the order: ABCB6 inh 2	aDG glyco up	MC4R barr agon	PDI inh	MC4R antag cAMP	Glyco luc inh	H9c2 protect	Vif inh	m5-HT2A agonist	CaV13 ICDI inh
31) COc1ccc(S(=O)(=O)N(C)C)cc1NC(=O)CSC(C)C(=O)Nc1cc(C)on1 (stereo not drawn)
→ 104	-0.6	0.3	3	7	0	3	1	-7	-3
32) CCCC(=O)N=C1SC2CS(=O)(=O)CC2N1c1ccc(CC)cc1 (stereo not drawn)
→ 92	0.9	0.0	-7	3	0	-4	9	2	.
33) O=C(COC(=O)C1CCC1)NCc1ccccc1Cl
→ 92	-0.1	-1.1	-11	6	2	2	6	5	.
34) Cc1nn(-c2ccccc2)c(N2CCCC2)c1/C=N/NC(=S)Nc1ccc(F)cc1
→ 102	0.7	0.8	-1	10	-8	2	2	-3	-1
35) COc1ccc2nc(C)c3c(c2c1)OC(C(C)(Cl)Br)C3 (stereo not drawn)
→ 93	0.2	-0.9	6	2	2	-13	-13	-1	-2
36) CCOc1ccc(S(=O)(=O)N2CCN(C(=O)c3cc(S(=O)(=O)N4CCOCC4)ccc3C)CC2)cc1
→ 68*	0.2	-0.8	1	1	4	-1	-9	2	-7
37) CN(C)CCCNC(NC(=O)c1cccs1)C(Cl)(Cl)Cl (stereo not drawn)
→ 90	0.0	-2.9	-8	7	3	-3	4	-3	-5
38) C=CCCCCCCCCC(=O)Nc1ncccn1
→ 101	0.0	0.2	2	0	-1	-6	22	-1	5
39) Cc1ccc(-c2nnc(C)c(N3CCOCC3)n2)cc1
→ 104	0.0	-1.3	5	-5	-1	3	-6	2	.
40) CCOC(=O)c1ccccc1NC(=O)COC(=O)C1CCCC1
→ 100	0.0	0.2	-7	10	-1	-5	-2	1	-2
41) O=C(COc1ccc2c3c(c(=O)oc2c1)CCC3)N[C@@H](Cc1ccccc1)C(=O)O
→ 101	0.3	-0.2	.	8	0	-3	0	2	.
42) O=S(=O)(c1ccc(Cl)cc1)N1CCC(N2CCCCCC2)CC1
→ 95	0.2	-1.7	2	-2	-2	5	7	2	-6
43) O=C(Nc1ccc(Nc2ccccc2)cc1)c1cccc(F)c1
→ 99	0.5	-1.6	-4	-5	6	-10	-1	-5	-2
44) CCOc1cc(S(=O)(=O)Nc2cc(C)cc(C)c2)ccc1Cl
→ 98	0.6	9.6*	7	-2	-6	-16	4	-3	-7
45) CN1CCN(S(=O)(=O)c2cccc(C(=O)Nc3ccccc3N3CCOCC3)c2)CC1
→ 97	0.3	-2.0	-11	0	0	0	-3	1	-4
46) CS(=O)(=O)N(CC(=O)N1CCc2ccccc2C1)c1ccc(Cl)cc1F
→ 94	-0.2	0.3	-2	-5	0	1	13	0	-4
47) COc1ccc(S(=O)(=O)N2CCOC2CNC(=O)C(=O)NCc2ccccn2)cc1 (stereo not drawn)
→ 96	0.2	-1.0	7	-1	2	5	-2	0	.
48) O=C(c1csc2c1CCCC2)N1CCN(c2cccc(C(F)(F)F)c2)CC1
→ 93	0.4	0.0	0	8	2	-14	-6	-5	-5
49) COC(=O)CCCC1=CC2=CC(=O)C(C)(OC(=O)c3cccs3)C(=O)C2=CN1CC(C)C (stereo not drawn)
→ 96	-0.1	0.1	-6	13	3	7	-8	1	-6
50) COC(=O)N/N=C1\CCCc2ccccc21
→ 102	0.0	-3.1	-2	4	-2	-2	10	7	-5
51) CCC(=O)Nc1cc(-c2nc3ncccc3o2)ccc1Cl
→ 102	0.0	-1.0	7	-4	2	8	6	0	-5
52) O=C(COC(=O)C12CC3CC(CC(Br)(C3)C1)C2)Nc1cccnc1Cl
→ 101	3.0	1.9	6	-2	3	3	26	6	-13
53) O=C(CSc1nnc(CNC(=O)c2ccco2)o1)c1ccc(Cl)cc1
→ 89	0.0	-1.8	-20	3	-2	-10	13	-3	-4
54) C[C@@H]1[C@H]2[C@@H](O[C@@H]3O[C@H](CO)[C@@H](O)[C@H](O)[C@H]3O)OC=C(C(=O)O)[C@H]2C[C@@H]1O
→ 97	0.2	-1.2	.	5	-11	0	-5	2	.
55) C[C@@H]1CN([C@H](C)CO)S(=O)(=O)c2ccc(C#CCN(C)C)cc2O[C@@H]1CN(C)Cc1ccccc1F
→ 100	0.4	-1.2	13	7	0	3	-3	1	-3
56) CCOc1ccc(NC(=O)CN(C)C(=O)c2c(C)nn(-c3ccccc3)c2Cl)cc1OCC
→ 97	-0.1	-1.5	-4	-5	1	3	-8	-2	-3
